Screening results (PubChem)
Myeloid diff 2 – promotes myeloid progenitor differentiation; ER-HoxA9 myeloid progenitors, lysozyme-GFP differentiation, flow cytometry; actives 1% (n = 360,000); calls only at 10 µM;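 active = normalized GFP-positive differentiation at or above the plate's own cutoff, the solvent-only control mean plus 3 SD; inconclusive = no clear call, values can overlap the other calls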;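 note: cells exposed to compound for four days before flow analysis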
Myeloid diff 2 GFP+ MAC1+ % – further read-out of Myeloid diff 2, marked with its call; GFP+ MAC1+ double positive, %; measured here: differentiation confirmed by MAC1 staining
Starred values were filed as active, the others as inactive; i = inactive; ? = inconclusive; . = not tested or not shown; + = active, no number. Only part of the results is shown; the hit share may differ from the screen's.

SMILES	Myeloid diff 2	Myeloid diff 2 GFP+ MAC1+ %
COCOc1cccc(CN2CCC2(C)C(=O)Nc2ccc(C)c(O)c2)c1 (configuration not stated)	i	1.4
Cc1cc(C)c(S(=O)(=O)N2CCC(C(=O)OCc3c(C)noc3C)CC2)c(C)c1	i	0.9
CCOC(=O)C1(C)CCN1C(=O)c1ccc(Cl)nc1 (configuration not stated)	i	0.6
COc1ccc(S(=O)(=O)N2CCOCC2)cc1NC(=O)COC(=O)c1oc2ccccc2c1C	i	1.1
C/C(=N\NC(=O)c1ccccc1-n1cccc1)c1ccccn1	?	.
O=C(Nc1ccc(S(=O)(=O)Nc2nccs2)cc1)c1ccncc1	i	0.7
COc1cccc(NC(=O)CN(C)C(=O)c2cc(C3CC3)nn2-c2ccccc2)c1	i	0.9
O=C(COC(=O)C1CCN(c2ccc(C(F)(F)F)cn2)CC1)Nc1ccc(F)cc1[N+](=O)[O-]	i	0.5
CC1(C(=O)NS(=O)(=O)C2CC2)CCCN(C(=O)Cc2ccc(F)cc2)C1 (configuration not stated)	i	0.6
C[C@@H]1Cn2cnc(C(=O)N[C@@H](Cc3c[nH]c4ccccc34)C(=O)OC(C)(C)C)c2C(=O)N1	i	0.7
O=C(COC(=O)c1ccccc1F)NCc1ccc2c(c1)OCO2	i	1.2
NCCCCCCNS(=O)(=O)c1cccc2c(Cl)cccc12	i	0.8
C=C(CC[C@@H](O)C(C)(C)O)[C@H]1CC[C@]2(C)[C@@H]1CCC1[C@@]3(C)CC[C@H](O)C(C)(C)C3CC[C@]12C (some centres not stated)	i	0.0
Cc1ccc(C)c(OCCC(=O)NNC(=O)Cn2nc(C)cc2C)c1	i	0.7
CC(C)Cn1c(SCC(=O)NC2CC2)nc2ccccc21	i	0.8
CCN(C(=O)CN1CCCc2cc(C)ccc21)c1c(N)n(Cc2ccccc2)c(=O)[nH]c1=O	i	2.6
Cc1ccc(C)c(-n2c(Cc3cc(=O)[nH]c(=O)[nH]3)nnc2SCC(=O)NCc2ccco2)c1	i	0.8
CCCSc1ccc([C@H]2N[C@@](C)(C(=O)OC)[C@H]3C(=O)N(C)C(=O)[C@@H]23)cc1	i	0.4
O=C1CC(NS(=O)(=O)c2ccccc2F)CN1c1ccc2c(c1)OCCO2 (configuration not stated)	i	0.7
CC(=O)C1(C)CCC2C3C=C(C)C4=CC(=O)CCC4(C)C3CCC21C (configuration not stated)	i	1.5
COc1ccc(NC(=O)CN(C)C(=O)c2cc(C)on2)cc1	i	1.0
O=C(NCC1CC1)C1Cc2c(-c3ccc4c(c3)OCO4)ccnc2O1 (configuration not stated)	i	1.3
CCC1(C2=CCCCC2)C(=O)NC(=O)N=C1N (configuration not stated)	i	0.5
CC(C)C[C@@H]1CN=C(N)N1C[C@@H]1CCCN1C[C@H](C)N1C[C@@H](Cc2ccccc2)N(CCCC2CCCC2)C1=N	i	0.7
Cc1cc2c(cc1S(=O)(=O)NCCc1ccccc1)NC(=O)CO2	i	0.6

Sorted by formula weight (falling): part of the list above.
SMILES	Myeloid diff 2	Myeloid diff 2 GFP+ MAC1+ %
CCN(C(=O)CN1CCCc2cc(C)ccc21)c1c(N)n(Cc2ccccc2)c(=O)[nH]c1=O	i	2.6
Cc1cc(C)c(S(=O)(=O)N2CCC(C(=O)OCc3c(C)noc3C)CC2)c(C)c1	i	0.9
NCCCCCCNS(=O)(=O)c1cccc2c(Cl)cccc12	i	0.8

Going on with the list:
SMILES	Myeloid diff 2	Myeloid diff 2 GFP+ MAC1+ %
C[C@H](CO)N1C[C@H](C)[C@@H](CN(C)C(=O)NC2CCCCC2)Oc2c(NC(=O)C3CC3)cccc2C1=O	i	2.9
CCc1nc2ccc(C(=O)N3CCN(C(C)=O)CC3)cn2c1N(CC)C(=O)NCCc1ccccc1	i	0.8
Oc1ccc(C[C@H]2CNCCN2CC2CCCCC2)cc1	i	0.4
Cc1nc2c(OCc3ccc(Cl)cc3Cl)cccn2c1N(C)CC1CC1	i	0.6
O=C1NC(=S)SC1=Cc1ccc(Cl)cc1	i	0.5
COc1ccc(S(=O)(=O)N2CCN(CC(=O)N3CCNC3=O)CC2)cc1OC	i	0.9
CC1(C(=O)NS(=O)(=O)c2ccccc2Cl)CCN1C(=O)CC1CCCC1 (configuration not stated)	i	0.8
Cc1ccc(C)c(S(=O)(=O)N2CCN(C(=O)CCC(=O)NCc3ccc(Cl)cc3)CC2)c1	i	0.1
O=C(CNC(=O)c1ccc2c(c1)OCO2)NCc1cccs1	i	0.5
COc1ccccc1CNC(=O)C(Cc1ccccc1)NC(=O)c1ccccc1 (configuration not stated)	i	0.4
C[C@@H]1CN([C@@H](C)CO)S(=O)(=O)c2ccc(C#CC3CCCCC3)cc2O[C@@H]1CN(C)Cc1cccnc1	i	0.1
N#Cc1cnn(-c2cc(Cl)ccc2Cl)c1N	i	0.9
COCCN1C[C@@H](CO)O[C@@H](n2cnc3c(N4CCN(CCO)CC4)ncnc32)C1	i	1.3
CC(=O)c1sc(NC(=O)CS(=O)(=O)c2ccc(F)cc2)nc1C	i	0.1
CNc1n[nH]c(-c2ccccc2)n1	i	1.2
Cc1ccc(C2=CN(Cc3ccccc3)CCC2=O)cc1	i	1.0
CCN(CC)c1ccc(NC(=O)COC(=O)CCc2cc(OC)c(OC)c(OC)c2)cc1	i	0.2
O=C(NCCN1C(=O)S/C(=C/c2cccnc2)C1=O)C1=NN(c2ccccc2)C(=O)CC1	i	0.9
CC[C@]12c3[nH]c4cc(CCC(=O)N(C)C)ccc4c3CCN1C(=O)[C@@H](CC(=O)NCc1cccc(C(F)(F)F)c1)C[C@@H]2C(=O)N1CCN(C(=O)C2CC2)CC1	i	0.6
OC1C2CCC(C2)C1CN1CCOCC1 (configuration not stated)	i	0.3
CCOC(=O)c1c(NC(C)=O)sc2c1CCC(C=NCCCN(CC)CC)=C2Sc1ccccc1	+	0.6*
CC(OC(=O)CSc1ccc([N+](=O)[O-])cc1)C(=O)NCc1ccco1 (configuration not stated)	i	1.5
Cc1[nH]c2ccc(C(=O)OCC(=O)NC3(C#N)CCCCC3)cc2c1C	i	0.1
COc1ccc(NC(=O)C2CCN(S(=O)(=O)c3ccc(Cl)c(C(F)(F)F)c3)CC2)cn1	i	1.5
COc1ccc(CN(C)C(C)C(=O)Nc2ccc(S(=O)(=O)N3CCCCC3)cc2)cc1F (configuration not stated)	i	0.2

Structures listed so far that contain a cyano group:
SMILES	Myeloid diff 2	Myeloid diff 2 GFP+ MAC1+ %
N#Cc1cnn(-c2cc(Cl)ccc2Cl)c1N	i	0.9
Cc1[nH]c2ccc(C(=O)OCC(=O)NC3(C#N)CCCCC3)cc2c1C	i	0.1

Further entries
SMILES	Myeloid diff 2	Myeloid diff 2 GFP+ MAC1+ %
C[C@H](CO)N1C[C@H](C)[C@@H](CN(C)S(=O)(=O)c2cn(C)cn2)Oc2ccc(NC(=O)Nc3ccc4c(c3)OCO4)cc2C1=O	i	2.3
COc1cc(NC(=O)[C@H]2CCCN2S(=O)(=O)c2cccc3cccnc23)cc(OC)c1OC	i	0.7
CC1Sc2ccc(C(=O)Nc3ncccc3O)cc2NC1=O (configuration not stated)	i	0.9
CCN(CC)C(=O)C1=C(C)N(CCCOC)C(=O)C(CC(=O)NCC2CCCCC2)C1 (configuration not stated)	i	0.9
Cn1cc(C=CC(=O)O)c2nccnc21	i	0.4
Clc1cccc(-c2cc3nc(NCCOc4ccccc4)ccn3n2)c1	i	0.7
COc1ccc(-c2ccccc2)cc1NC(=O)[C@@H]1O[C@H](CO)[C@@H](O)[C@H]1O	i	1.6
COc1cccc(/C=C/C(=O)OCC(=O)Nc2nnc(-c3ccccc3)o2)c1OC	i	1.5
Cc1onc(-c2ccccc2)c1C(=O)OCC(=O)Nc1cccc(Cl)c1	i	0.8
Cc1ccc2c(CN3CCN(S(=O)(=O)c4ccccc4C(F)(F)F)CC3)cc(=O)oc2c1C	i	0.8
Cc1ccc(S(=O)(=O)N(C)C[C@H]2OCc3cnnn3CCCC(=O)N([C@@H](C)CO)C[C@H]2C)cc1	i	1.4
Cc1ccc(S(=O)(=O)N2[C@H](CC(=O)Oc3ccccc3)OC[C@@H]2C(C)C)cc1	i	3.5
COC(=O)C1=C(C)N(Cc2ccccc2)C(=NCCN2CCOCC2)N[C@H]1CCc1ccccc1	i	1.0
c1ccc(C[C@H]2COc3c4ccccc4nn32)cc1	i	2.5
COC(=O)C[C@@H]1CC[C@H](NC(=O)Nc2ccc(OC)cc2)[C@@H](CO)O1	i	1.3
O=C(c1cc(C2CCCCN2S(=O)(=O)c2cccs2)on1)N1CCOCC1 (configuration not stated)	i	0.8
CC1CCCN(C(=O)COC(=O)CNS(=O)(=O)c2ccc3ccccc3c2)C1 (configuration not stated)	i	1.0
C[C@@H]1ON(C)[C@H]2C[C@H]3c4cc(N5CCOCC5)ccc4CCN3C(=O)[C@@H]12	i	0.1
CC1(C)CC(NC(=O)C2CCN(S(=O)(=O)c3ccc(Cl)c(C(F)(F)F)c3)CC2)CC(C)(C)N1	i	1.8
Cc1ccc(S(=O)(=O)CCC(=O)OCc2nnc(-c3ccccc3Br)o2)cc1	i	0.7
CCOC(=O)[C@]12CCC=C1N(CCC1=CCCCC1)C(=O)[C@H](CC(=O)NCc1cccs1)C2	i	1.4
CCc1ccc2nc(NC(=O)CN3C(=O)NC4(CCCC4)C3=O)sc2c1	i	0.2
O=C(CSc1nc(=O)n(CCCN2CCOCC2)c2c1CCCC2)Nc1ccc(F)cc1F	+	1.9*
CC(C)=CCC/C(C)=C/CNC(=O)CC1C[C@H](C(=O)N2CCCCC2)[C@@]2(C)c3[nH]c4ccccc4c3CCN2C1=O (some centres not stated)	i	0.5
CCC1Oc2ccccc2N(CC(=O)N2CCCC2)C1=O (configuration not stated)	i	0.5
Other records follow:
SMILES	Myeloid diff 2	Myeloid diff 2 GFP+ MAC1+ %
COc1ccc(CCNC(=O)Nc2ccc3c(c2)c(=O)n(C)n3Cc2ccc(Cl)cc2)cc1OC	i	0.5
CCn1c(SCC(=O)N2c3ccccc3CCc3ccccc32)nc2c1c(=O)n(C)c(=O)n2C	i	0.3
c1ccc2c(C(c3nnnn3-c3ccc4c(c3)OCCO4)N3CCCC3)ccnc2c1 (configuration not stated)	i	0.7
COc1cc2nc(N(CCCN(C)C)C(=O)c3ccc(S(=O)(=O)N4CCc5ccccc5C4)cc3)sc2cc1OC	i	0.5
Cc1ccc(F)c(S(=O)(=O)NC(=O)C2(C)CCN2C(=O)C/C=C/c2ccccc2)c1 (configuration not stated)	i	1.0
CCCC(=O)N1CCC1(C)C(=O)Nc1cccc(OC(C)C)c1 (configuration not stated)	i	1.0
COc1ccc(C(C)=NNc2ccc([N+](=O)[O-])cc2S(=O)(=O)Nc2ccccc2C(=O)O)c(OC)c1	i	1.0
O=C1[C@H]2[C@@H](c3ccc(F)cc3)N3C(=O)N(c4cccc(F)c4)C(=O)[C@@]3(Cc3ccccc3)[C@H]2C(=O)N1C1CCCCC1	i	0.5
Cc1ccc2ccc3cccc4ccc1c2c34	i	1.4
C=CCC[C@@H](Cc1ccc(F)cc1)C(=O)OC[C@@H](NC(=O)[C@@H](CC=C)CC(=O)N[C@H](CO)Cc1ccccc1)C(C)(C)C	i	2.1
CNc1nnc(SCC(=O)c2c(N)n(C3CC3)c(=O)[nH]c2=O)s1	i	0.5
CN(C(=O)COC(=O)c1ccccc1Cc1ccccc1)c1c(N)n(Cc2ccccc2)c(=O)[nH]c1=O	i	0.6
CC(C)CNC(=O)C1CCN(S(=O)(=O)c2ccc3c(c2)OCCO3)CC1	i	0.8
O=C(COc1ccccc1[N+](=O)[O-])N1CCN(c2ccccn2)CC1	i	0.7
COc1ccc(CNC(=O)[C@@H]2CC=C[C@@H]3CCN(Cc4ccccc4)C(=O)[C@@H]32)cc1	i	1.2
COc1ccc(-c2nc3cc(C)c(Br)c(C)n3c2Cc2ccsc2)cc1OC	i	0.8
O=C(CCSc1nc(-c2ccccc2)c(-c2ccccc2)o1)N1CCCCC1	i	1.0
NCc1csc(NC(=O)Nc2cccc(Cl)c2)n1	i	0.2
Cc1nn(C)c(C)c1NS(=O)(=O)c1ccc(Cl)s1	i	1.2
O=C1C=C(c2cccc3c2oc2ccccc23)CCC1	i	1.0
CCSc1ccc([C@@H]2[C@@H]3C(=O)N(CC)C(=O)[C@@H]3[C@]3(C(=O)OC)CCCCN23)cc1OC	i	3.6
C[C@H](CO)N1C[C@H](C)[C@@H](CN(C)Cc2ccccc2)Oc2ccc(NC(=O)Cn3cnnn3)cc2C1=O	i	1.7
CCN(CC)CCNC(=O)c1ccc(NC(=O)c2cccc(S(=O)(=O)N3CCc4ccccc43)c2)cc1	i	1.3
COc1cc(C(=O)COC(=O)C2CCCCC2)cc(OC)c1OC	i	0.9
Cc1cnc(C(=O)OCC(=O)Nc2ccccc2[N+](=O)[O-])cn1	i	0.5
The listing continues:
SMILES	Myeloid diff 2	Myeloid diff 2 GFP+ MAC1+ %
O=[N+]([O-])c1ccc2c(c1)-c1ccccc1C2=NO	i	0.6
O=C(O)C1Nc2c(Cl)cc(Cl)c(Cl)c2C2C=CCC12 (configuration not stated)	i	0.4
CCc1nc2c(OCC(=O)c3ccc(F)cc3)cccn2c1N(C)C(=O)c1ccccc1F	i	0.9
CC(Sc1nnc(C(C)Oc2ccccc2F)o1)C(=O)NCc1ccc2c(c1)OCO2 (configuration not stated)	i	0.4
COc1cc(C(=O)N[C@H](C(=O)OCC(=O)NC2CCCCCC2)C(C)C)cc(OC)c1OC	i	0.3
CC1(C(=O)NS(=O)(=O)c2ccc(Br)cc2)CCN1C(=O)C/C=C/c1ccccc1 (configuration not stated)	i	0.7
CC1CN(C(=O)COC(=O)c2cncc(Br)c2)CC(C)O1 (configuration not stated)	i	0.5

Profiles, looked up by structure. Values in the order: Myeloid diff 2, Myeloid diff 2 GFP+ MAC1+ %
COc1cc(C(=O)N[C@H](C(=O)OCC(=O)NC2CCCCCC2)C(C)C)cc(OC)c1OC is entered as i, 0.3
CC(Sc1nnc(C(C)Oc2ccccc2F)o1)C(=O)NCc1ccc2c(c1)OCO2 (configuration not stated) is entered as i, 0.4
